High-throughput results (PubChem BioAssay)
CIT2-GFP yeast – yeast TOR pathway CIT2-GFP modulation | S. cerevisiae CIT2-GFP strain, flow cytometry, 3 h; 100 means same as DMSO wells | GFP response vs DMSO, % at 10 µM | 320,000 tested, 0.065% active;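 active = GFP response relative to DMSO above a set limit, near the screen mean plus 3 SD, cut at about 150% in these data; inconclusive = Fewer than 70 cells measured for a yeast strain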;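 also: ratio of well median GFP fluorescence to mean of DMSO wells on the plate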
LAP4-GFP MLPCN – alters LAP4-GFP fluorescence in TOR pathway yeast screen; GFP response vs DMSO, % at 10 µM; AID 2023; 320,000 tested, 0.34% active; S. cerevisiae LAP4-GFP multiplex, flow cytometry GFP, 3 h; median GFP as percent of DMSO wells;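 active = GFP response vs DMSO above a set limit, about the screen mean plus 3 SD, cut at about 150% in these data; inconclusive = under 70 cell events counted for the yeast strain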
RPL19A-GFP yeast – yeast TOR pathway RPL19A-GFP modulation. S. cerevisiae RPL19A-GFP strain, flow cytometry, 3 h; stronger effect = lower value. percent response vs DMSO, % at 10 µM. 330,000 tested, 0.3% active;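 active = percent response vs DMSO below 50%; inconclusive = fewer than 70 events counted for the yeast strain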;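 also: median channel GFP fluorescence of the barcoded RPL19A-GFP strain; ratio of sample median GFP to plate DMSO average so 100% = DMSO; lower means less RPL19A-GFP as with rapamycin TOR inhibition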
JMJD2C inh – blocks human GASC-1 demethylase activity; Q9H3R0; 330,000 tested, 0.069% active; GST-JMJD2C(1-420) H3K9me3 demethylation, DELFIA europium; inhibition, % at 2.35 µM; AID 2099;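 active = more than half of a compound's replicate wells show inhibition beyond 50%, single wells judged on their own value; inconclusive = some, but no more than half, of replicates pass 50% inhibition; inactive = no replicate passes 50% inhibition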;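 also: signal counts dimethyl H3K9 product captured on neutravidin plate; 0% = median of DMSO wells and 100% = 0.3 times that DMSO median; strong numbers were not always called active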
GRK2 inh – inhibitors of human GRK2 displacing RNA aptamer; bead flow cytometry, FAM-aptamer displacement from GRK2; inhibition of aptamer binding, % at 10 µM; 330,000 tested, 0.59% active;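 active = inhibition of aptamer binding above 40%, roughly 3 SD of noise, on plates passing a quality check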;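 also: median bead fluorescence of bound FAM aptamer so fluorescent compounds give negative values; no value below 0 was filed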
Target sequence (P25098 whole entry, looked up): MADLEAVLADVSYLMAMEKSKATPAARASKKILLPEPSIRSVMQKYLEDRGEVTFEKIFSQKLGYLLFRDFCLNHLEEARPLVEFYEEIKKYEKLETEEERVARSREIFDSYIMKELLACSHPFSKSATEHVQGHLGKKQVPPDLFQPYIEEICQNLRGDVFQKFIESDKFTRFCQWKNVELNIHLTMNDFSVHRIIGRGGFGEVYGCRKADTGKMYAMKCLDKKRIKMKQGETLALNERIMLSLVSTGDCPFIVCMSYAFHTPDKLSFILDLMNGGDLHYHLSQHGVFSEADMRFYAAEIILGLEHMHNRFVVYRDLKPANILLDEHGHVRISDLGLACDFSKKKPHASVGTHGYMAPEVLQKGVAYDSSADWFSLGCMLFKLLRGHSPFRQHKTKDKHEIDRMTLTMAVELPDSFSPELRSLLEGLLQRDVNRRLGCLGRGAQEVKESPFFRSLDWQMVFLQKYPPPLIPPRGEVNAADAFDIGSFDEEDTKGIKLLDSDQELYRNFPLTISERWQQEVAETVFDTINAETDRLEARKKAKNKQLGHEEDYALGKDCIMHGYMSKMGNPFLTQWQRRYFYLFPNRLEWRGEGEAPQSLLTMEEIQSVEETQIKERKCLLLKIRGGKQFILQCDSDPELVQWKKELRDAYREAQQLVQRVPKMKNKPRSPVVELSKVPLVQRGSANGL
MEP2-GFP yeast – alters MEP2-GFP fluorescence in TOR pathway yeast screen | GFP response vs DMSO, % at 10 µM | S. cerevisiae MEP2-GFP strain, flow cytometry GFP, 3 h; 100% = DMSO control level | 330,000 tested, 0.51% active;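 active = GFP response versus DMSO above a set limit, roughly screen mean plus 3 SD, cut at about 180% in these data; inconclusive = fewer than 70 cells counted for a yeast strain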;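 also: median GFP fluorescence of the barcode-gated MEP2-GFP cells per well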
VLA-4 inh – inhibition in a human VLA-4 binding assay. VLA-4 expressing cells, ligand binding flow cytometry. inhibition, % (about 7 µM as worked out from the volumes in the protocol). 330,000 tested, 0.2% active. AID 2557; in the data active = inhibition above about 50%
AGP1-GFP MLPCN – modulators of TOR pathway AGP1-GFP in S. cerevisiae | GFP response vs DMSO, % at 10 µM | S. cerevisiae AGP1-GFP multiplex flow cytometry, 3 h; GFP as percent of DMSO wells | 320,000 tested, 0.02% active;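 active = GFP response relative to DMSO above a set limit, near screen average plus 3 SD, cut at about 150% in these data; inconclusive = fewer than 70 cells counted for the yeast strain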;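 also: median GFP channel fluorescence of the gated AGP1 strain per well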
An asterisk follows results filed as active; & = joins results of further samples.

For CCN1CCCC1Cn1cnc2c([nH]c3ccc(OC)cc32)c1=O (centres undefined) the results were CIT2-GFP yeast 100, LAP4-GFP MLPCN 98, RPL19A-GFP yeast 96, JMJD2C inh -2, GRK2 inh 0, MEP2-GFP yeast 100, VLA-4 inh 11 and AGP1-GFP MLPCN 100.
Screening CCOc1ccc(NC(=S)NN(C)C(=S)Nc2ccc(OCC)cc2)cc1 returned CIT2-GFP yeast 104, LAP4-GFP MLPCN 94, RPL19A-GFP yeast 103, JMJD2C inh 2, GRK2 inh 0, MEP2-GFP yeast 99, VLA-4 inh 6 and AGP1-GFP MLPCN 102.
CCc1nnc(NC(=O)c2ccc(OC)cc2)s1 was read as CIT2-GFP yeast 99, LAP4-GFP MLPCN 102, RPL19A-GFP yeast 98, JMJD2C inh 5, GRK2 inh 0, MEP2-GFP yeast 98, VLA-4 inh -5 and AGP1-GFP MLPCN 98.
For Cc1ccc(Nc2nc(-c3cccnc3)cs2)cc1C the results were CIT2-GFP yeast 89, LAP4-GFP MLPCN 87, RPL19A-GFP yeast 95, JMJD2C inh -27, GRK2 inh 0, MEP2-GFP yeast 99, VLA-4 inh 7 and AGP1-GFP MLPCN 85.
Screening CC(C)n1cc(CN2CCC(n3nccc3NC(=O)C3CCCC3)CC2)cn1 returned CIT2-GFP yeast 105, LAP4-GFP MLPCN 106, RPL19A-GFP yeast 106, JMJD2C inh 10, GRK2 inh 0, MEP2-GFP yeast 111, VLA-4 inh 1 and AGP1-GFP MLPCN 105.
`COc1cc(C2CC(=O)c3cnc(NC(=O)c4ccco4)nc3C2)cc(OC)c1OC` (centres undefined) gave CIT2-GFP yeast 104, LAP4-GFP MLPCN 98, RPL19A-GFP yeast 98, JMJD2C inh 3, GRK2 inh 3, MEP2-GFP yeast 107, VLA-4 inh 6 and AGP1-GFP MLPCN 100.
For Nc1c(C(=O)c2ccc(Cl)cc2)sc2nc3c(cc12)CCC3 the results were CIT2-GFP yeast 99, LAP4-GFP MLPCN 99, RPL19A-GFP yeast 105, JMJD2C inh 7, GRK2 inh 0, MEP2-GFP yeast 110, VLA-4 inh 12 and AGP1-GFP MLPCN 93.
Screening Cc1cc(N2CCN(S(=O)(=O)c3ccc(Cl)cc3)CC2)c2ccccc2n1 returned CIT2-GFP yeast 98, LAP4-GFP MLPCN 99, RPL19A-GFP yeast 98, JMJD2C inh 1, GRK2 inh 0, MEP2-GFP yeast 100, VLA-4 inh 6 and AGP1-GFP MLPCN 102.
Screening O=c1[nH]nnc2c1sc1nc(N3CCOCC3)c3c(c12)CCCC3 returned CIT2-GFP yeast 87, LAP4-GFP MLPCN 92, RPL19A-GFP yeast 97, JMJD2C inh 1, GRK2 inh 0, MEP2-GFP yeast 97, VLA-4 inh 1 and AGP1-GFP MLPCN 91.
Screening O=C(CNC(=O)c1cccs1)NCC(=O)OCc1ccc(Cl)cc1 returned CIT2-GFP yeast 105, LAP4-GFP MLPCN 99, RPL19A-GFP yeast 105, JMJD2C inh -3, GRK2 inh 0, MEP2-GFP yeast 100, VLA-4 inh -1 and AGP1-GFP MLPCN 107.
For COc1ccc(C2c3[nH]c4ccccc4c3C[C@H]3C(=O)N(CC(C)C)CC(=O)N23)c(OC)c1 (some centres undefined) the results were CIT2-GFP yeast 100, LAP4-GFP MLPCN 97, RPL19A-GFP yeast 104, JMJD2C inh -12, GRK2 inh 0, MEP2-GFP yeast 109, VLA-4 inh -2 and AGP1-GFP MLPCN 100.
CCOc1ccc(NC(=O)CSc2nc3ccccc3c(=O)n2Cc2cccs2)cc1 was read as CIT2-GFP yeast 113, LAP4-GFP MLPCN 94, RPL19A-GFP yeast 98, JMJD2C inh 16, GRK2 inh 0, MEP2-GFP yeast 101, VLA-4 inh 0 and AGP1-GFP MLPCN 94.
Screening CSCC(=O)N1CCCC(C(=O)c2cc(F)ccc2F)C1 (centres undefined) returned CIT2-GFP yeast 102, LAP4-GFP MLPCN 94, RPL19A-GFP yeast 104, JMJD2C inh 22, GRK2 inh 0, MEP2-GFP yeast 102, VLA-4 inh 9 and AGP1-GFP MLPCN 100.
Cc1ccc(S(=O)(=O)N(C)c2ccc(C(=O)Nc3cccnc3)cc2)cc1 was read as CIT2-GFP yeast 99, LAP4-GFP MLPCN 91, RPL19A-GFP yeast 101, JMJD2C inh -2, GRK2 inh 0, MEP2-GFP yeast 94, VLA-4 inh 11 and AGP1-GFP MLPCN 94.
`N#CCSc1ncnc2c1cnn2CCO` gave CIT2-GFP yeast 104, LAP4-GFP MLPCN 97, RPL19A-GFP yeast 100, JMJD2C inh 2, GRK2 inh 3, MEP2-GFP yeast 107, VLA-4 inh 3 and AGP1-GFP MLPCN 104.
`Clc1ccc(C[n+]2cc(-c3ccccc3)n3c2CCC3)cc1` gave CIT2-GFP yeast 94, LAP4-GFP MLPCN 108, RPL19A-GFP yeast 94, JMJD2C inh -5, GRK2 inh 1, MEP2-GFP yeast 96, VLA-4 inh 30 and AGP1-GFP MLPCN 107.
Screening CCCS(=O)(=O)c1nc(S(=O)(=O)c2ccc(C)cc2)c(N2CCN(C)CC2)s1 returned CIT2-GFP yeast 97, LAP4-GFP MLPCN 94, RPL19A-GFP yeast 94, JMJD2C inh -1, GRK2 inh 0, MEP2-GFP yeast 95, VLA-4 inh -1 and AGP1-GFP MLPCN 96.
`Cc1oc(-c2cccc(Cl)c2)nc1CN1CCC(C(=O)NCc2ccco2)CC1` gave CIT2-GFP yeast 120, LAP4-GFP MLPCN 105, RPL19A-GFP yeast 106, JMJD2C inh -4, GRK2 inh 0, MEP2-GFP yeast 104, VLA-4 inh 9 and AGP1-GFP MLPCN 112.
CCc1cc2ccc(C)cc2nc1SCC(=O)NC1CCCC1 was read as CIT2-GFP yeast 104, LAP4-GFP MLPCN 99, RPL19A-GFP yeast 100, JMJD2C inh 6, GRK2 inh 0, MEP2-GFP yeast 102, VLA-4 inh 16 and AGP1-GFP MLPCN 106.
`CCC(C)Sc1ccc([C@H]2N[C@@](CC(C)C)(C(=O)OC)[C@H]3C(=O)N(C)C(=O)[C@@H]23)cc1` (some centres undefined) gave CIT2-GFP yeast 92, LAP4-GFP MLPCN 122, RPL19A-GFP yeast 96, JMJD2C inh inconclusive, GRK2 inh 0, MEP2-GFP yeast 93, VLA-4 inh 1 and AGP1-GFP MLPCN 82.

Looked up by compound from the entries so far, 3 records:
CCOc1ccc(NC(=O)CSc2nc3ccccc3c(=O)n2Cc2cccs2)cc1 was read as CIT2-GFP yeast 113, LAP4-GFP MLPCN 94, RPL19A-GFP yeast 98, JMJD2C inh 16, GRK2 inh 0, MEP2-GFP yeast 101, VLA-4 inh 0 and AGP1-GFP MLPCN 94.
Cc1ccc(S(=O)(=O)N(C)c2ccc(C(=O)Nc3cccnc3)cc2)cc1 was read as CIT2-GFP yeast 99, LAP4-GFP MLPCN 91, RPL19A-GFP yeast 101, JMJD2C inh -2, GRK2 inh 0, MEP2-GFP yeast 94, VLA-4 inh 11 and AGP1-GFP MLPCN 94.
Screening CSCC(=O)N1CCCC(C(=O)c2cc(F)ccc2F)C1 (centres undefined) returned CIT2-GFP yeast 102, LAP4-GFP MLPCN 94, RPL19A-GFP yeast 104, JMJD2C inh 22, GRK2 inh 0, MEP2-GFP yeast 102, VLA-4 inh 9 and AGP1-GFP MLPCN 100.

New compounds follow
Screening O=S(=O)(c1ccc(Br)cc1Cl)N1CCCN(c2ccc(C(F)(F)F)cn2)CC1 returned CIT2-GFP yeast 103, LAP4-GFP MLPCN 98, RPL19A-GFP yeast 106, GRK2 inh 0, MEP2-GFP yeast 104, VLA-4 inh 7 and AGP1-GFP MLPCN 104.
COCCNC(=O)C(=O)NNS(=O)(=O)c1ccc2ccccc2c1 was read as CIT2-GFP yeast 93, LAP4-GFP MLPCN 100, RPL19A-GFP yeast 99, JMJD2C inh -2, GRK2 inh 0, MEP2-GFP yeast 98, VLA-4 inh 7 and AGP1-GFP MLPCN 104.
CC(NC(=O)c1ccco1)C(c1cccs1)N1CCN(c2ccccc2)CC1 (centres undefined) was read as CIT2-GFP yeast 100, LAP4-GFP MLPCN 108, RPL19A-GFP yeast 100, JMJD2C inh 19, GRK2 inh 2, MEP2-GFP yeast 101, VLA-4 inh -2 and AGP1-GFP MLPCN 108.
Screening CN1CCN(C(=O)c2ccc(S(=O)(=O)c3ccc(Br)cc3)cc2)CC1 returned CIT2-GFP yeast 106, LAP4-GFP MLPCN 100, RPL19A-GFP yeast 98, JMJD2C inh -2, GRK2 inh 0, MEP2-GFP yeast 105, VLA-4 inh 4 and AGP1-GFP MLPCN 105.
`COc1ccc(C[C@H]2CN3C(=NC[C@@H]3C(C)C)N2C[C@H](C)NC(=O)c2ccc(C)c(Br)c2)cc1` gave CIT2-GFP yeast 94, LAP4-GFP MLPCN 104, RPL19A-GFP yeast 106, JMJD2C inh 0, GRK2 inh 4, MEP2-GFP yeast 106, VLA-4 inh 9 and AGP1-GFP MLPCN 104.
Screening CCN(CC(=O)NC(C)C)C(=O)[C@@H](NC(=O)c1ccco1)C(C)C returned CIT2-GFP yeast 93, LAP4-GFP MLPCN 103, RPL19A-GFP yeast 97, JMJD2C inh 68, GRK2 inh 0, MEP2-GFP yeast 91, VLA-4 inh 13 and AGP1-GFP MLPCN 100.
Screening COc1ccccc1C1NC(=O)CS1 (centres undefined) returned CIT2-GFP yeast 80, LAP4-GFP MLPCN 88, RPL19A-GFP yeast 87, JMJD2C inh 8, GRK2 inh 2, MEP2-GFP yeast 90, VLA-4 inh 1 and AGP1-GFP MLPCN 90.
`O=C(CCNS(=O)(=O)/C=C/c1ccccc1)NCCc1c[nH]c2ccccc12` gave CIT2-GFP yeast 108, LAP4-GFP MLPCN 97, RPL19A-GFP yeast 102, JMJD2C inh -9, GRK2 inh 0, MEP2-GFP yeast 101, VLA-4 inh 20 and AGP1-GFP MLPCN 103.
O=C(CSc1ncn(-c2ccccc2)n1)Nc1nc2ccccc2s1 was read as CIT2-GFP yeast 86, LAP4-GFP MLPCN 109, RPL19A-GFP yeast 91, JMJD2C inh 1, GRK2 inh 0, MEP2-GFP yeast 90, VLA-4 inh 1 and AGP1-GFP MLPCN 92.
Screening O=C(O)C1CCCN1C(=O)OCc1ccccc1 (centres undefined) returned CIT2-GFP yeast 95, LAP4-GFP MLPCN 97, RPL19A-GFP yeast 93, JMJD2C inh -7, GRK2 inh 2, MEP2-GFP yeast 98, VLA-4 inh 11 and AGP1-GFP MLPCN 101.
Screening CC(=O)c1cc2c(ccc3ccccc32)oc1=O returned CIT2-GFP yeast 102, LAP4-GFP MLPCN 90, RPL19A-GFP yeast 104, JMJD2C inh 15, GRK2 inh 1, MEP2-GFP yeast 109, VLA-4 inh 1 and AGP1-GFP MLPCN 102.
`CCOc1ccccc1N(C(=O)CNC(=O)c1ccco1)C(C(=O)NC(C)(C)C)c1ccncc1` (centres undefined) gave LAP4-GFP MLPCN 91, RPL19A-GFP yeast 104, JMJD2C inh -38&0, GRK2 inh 0, MEP2-GFP yeast 102, VLA-4 inh 5 and AGP1-GFP MLPCN 105.
